CIT2 TOR yeast = yeast TOR pathway CIT2-GFP modulation. actives 0.065% (n = 320,000). GFP response vs DMSO, % at 10 µM. S. cerevisiae CIT2-GFP strain, flow cytometry, 3 h; 100 means same as DMSO wells;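 active = GFP response relative to DMSO above a set limit, near the screen mean plus 3 SD, cut at about 150% in these data; inconclusive = Fewer than 70 cells measured for a yeast strain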;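 note: ratio of well median GFP fluorescence to mean of DMSO wells on the plate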
LAP4-GFP MLPCN = alters LAP4-GFP fluorescence in TOR pathway yeast screen; S. cerevisiae LAP4-GFP multiplex, flow cytometry GFP, 3 h; median GFP as percent of DMSO wells; GFP response vs DMSO, % at 10 µM; actives 0.34% (n = 320,000); AID 2023;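 active = GFP response vs DMSO above a set limit, about the screen mean plus 3 SD, cut at about 150% in these data; inconclusive = under 70 cell events counted for the yeast strain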
RPL19A-GFP yeast = yeast TOR pathway RPL19A-GFP modulation. actives 0.3% (n = 330,000). percent response vs DMSO, % at 10 µM. AID 2025. S. cerevisiae RPL19A-GFP strain, flow cytometry, 3 h; active compounds read low;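 active = percent response vs DMSO below 50%; inconclusive = fewer than 70 events counted for the yeast strain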;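 note: median channel GFP fluorescence of the barcoded RPL19A-GFP strain; ratio of sample median GFP to plate DMSO average so 100% = DMSO; lower means less RPL19A-GFP as with rapamycin TOR inhibition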
VLA-4 inh = inhibition in a human VLA-4 binding assay. inhibition, % (about 7 µM as worked out from the volumes in the protocol). P13612. VLA-4 expressing cells, ligand binding flow cytometry. actives 0.2% (n = 330,000). AID 2557; in the data active = inhibition above about 50%
Target sequence (P13612 whole entry, looked up): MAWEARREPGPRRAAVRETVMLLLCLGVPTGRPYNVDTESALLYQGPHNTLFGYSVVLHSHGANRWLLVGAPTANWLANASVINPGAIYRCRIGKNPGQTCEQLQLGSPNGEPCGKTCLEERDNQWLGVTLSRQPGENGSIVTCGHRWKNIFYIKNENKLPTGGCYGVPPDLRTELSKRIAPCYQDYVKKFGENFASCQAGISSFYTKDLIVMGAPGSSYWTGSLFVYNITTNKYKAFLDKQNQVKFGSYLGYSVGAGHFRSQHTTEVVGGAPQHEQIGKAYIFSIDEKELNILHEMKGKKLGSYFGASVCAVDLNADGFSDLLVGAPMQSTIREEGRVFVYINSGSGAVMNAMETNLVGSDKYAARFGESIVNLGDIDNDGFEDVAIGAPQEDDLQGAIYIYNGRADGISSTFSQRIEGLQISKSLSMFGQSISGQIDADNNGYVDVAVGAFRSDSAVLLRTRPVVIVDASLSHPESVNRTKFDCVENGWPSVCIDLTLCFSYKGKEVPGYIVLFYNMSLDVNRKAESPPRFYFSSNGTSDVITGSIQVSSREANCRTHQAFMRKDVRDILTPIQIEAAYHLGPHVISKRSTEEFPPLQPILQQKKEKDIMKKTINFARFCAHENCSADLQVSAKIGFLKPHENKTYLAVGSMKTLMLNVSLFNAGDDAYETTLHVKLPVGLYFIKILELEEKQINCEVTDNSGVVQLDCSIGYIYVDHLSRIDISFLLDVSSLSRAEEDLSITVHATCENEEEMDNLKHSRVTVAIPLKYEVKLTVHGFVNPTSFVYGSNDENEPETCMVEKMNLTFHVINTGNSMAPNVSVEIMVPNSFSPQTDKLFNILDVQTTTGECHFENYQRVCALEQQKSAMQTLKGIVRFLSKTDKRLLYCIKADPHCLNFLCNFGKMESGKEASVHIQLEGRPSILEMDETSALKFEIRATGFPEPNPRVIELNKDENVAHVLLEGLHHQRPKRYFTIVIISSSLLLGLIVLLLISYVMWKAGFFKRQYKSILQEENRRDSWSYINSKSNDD
AGP1 TOR yeast = alters AGP1-GFP fluorescence in TOR pathway yeast screen | AID 2066 | actives 0.02% (n = 320,000) | GFP response vs DMSO, % at 10 µM | S. cerevisiae AGP1-GFP multiplex flow cytometry, 3 h; GFP as percent of DMSO wells;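 active = GFP response relative to DMSO above a set limit, near screen average plus 3 SD, cut at about 150% in these data; inconclusive = fewer than 70 cells counted for the yeast strain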;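 note: median GFP channel fluorescence of the gated AGP1 strain per well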
GASC-1 inh = blocks human GASC-1 demethylase activity; GST-JMJD2C(1-420) H3K9me3 demethylation, DELFIA europium; actives 0.069% (n = 330,000); AID 2099; inhibition, % at 2.35 µM;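 active = more than half of a compound's replicate wells show inhibition beyond 50%, single wells judged on their own value; inconclusive = some, but no more than half, of replicates pass 50% inhibition; inactive = no replicate passes 50% inhibition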;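 note: signal counts dimethyl H3K9 product captured on neutravidin plate; 0% = median of DMSO wells and 100% = 0.3 times that DMSO median; strong numbers were not always called active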
GRK2 inh = inhibitors of human GRK2 displacing RNA aptamer; P25098; bead flow cytometry, FAM-aptamer displacement from GRK2; inhibition of aptamer binding, % at 10 µM; actives 0.59% (n = 330,000); AID 488847;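 active = inhibition of aptamer binding above 40%, roughly 3 SD of noise, on plates passing a quality check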;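 note: median bead fluorescence of bound FAM aptamer so fluorescent compounds give negative values; no value below 0 was filed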
MEP2-GFP yeast = modulators of TOR pathway MEP2-GFP in S. cerevisiae; AID 2016; actives 0.51% (n = 330,000); GFP response vs DMSO, % at 10 µM; S. cerevisiae MEP2-GFP strain, flow cytometry GFP, 3 h; 100% = DMSO control level;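 active = GFP response versus DMSO above a set limit, roughly screen mean plus 3 SD, cut at about 180% in these data; inconclusive = fewer than 70 cells counted for a yeast strain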;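 note: median GFP fluorescence of the barcode-gated MEP2-GFP cells per well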
* = called active by the depositor; ? = inconclusive; nt = no result given; & = joins results of further samples; [ ] = another dose, or the depositor's remark.

SMILES	CIT2 TOR yeast	LAP4-GFP MLPCN	RPL19A-GFP yeast	VLA-4 inh	AGP1 TOR yeast	GASC-1 inh	GRK2 inh	MEP2-GFP yeast
O=C(CCNC(=O)c1ccccc1Cl)NCCc1ccc(C(F)(F)F)cc1	100	97	96	5	98	-9	39	104
CCN(Cc1ccccc1)S(=O)(=O)c1csc(C(N)=O)c1	101	96	97	-5	100	5	0	110
Cc1ccn(-c2cccc(-n3ccc(C)n3)n2)n1	96	100	102	5	98	3	0	102
COc1cccc(-n2c(SCC(=O)N3c4ccccc4CC3C)nnc2-c2ccco2)c1 (stereo unspecified)	100	94	90	-6	97	nt	3	96
CCN(CC)CCCNC(=O)CCn1nc(-c2ccccc2)ccc1=O	96	83	102	22	93	-15	4	107
CCC1(C)Cc2ccccc2/C(=C/C(=O)N2CCCCC2)N1 (stereo unspecified)	94	117	104	-7	99	14	0	99
CCn1c(SCC(=O)Nc2ccc(OC)c(OC)c2)nnc1-c1ccco1	94	106	92	0	99	19	3	90
O=C(CSc1nnc(NC(=O)c2cccc(F)c2)s1)NCc1ccco1	111	106	108	-8	112	2	7	104
CCCc1cc(=O)oc2c(C)c(OC(C)C(=O)NCc3ccccn3)ccc12 (stereo unspecified)	97	116	98	-2	99	3	0	111
CC1CCCCN1Cc1ccc(N(C)C)cc1 (stereo unspecified)	95	96	92	9	98	5	0	94
Cc1ccccc1COC(=O)CCC1=NS(=O)(=O)c2ccccc2N1	102	94	102	4	100	1	1	106
O=C(NCC1CCCCC1)c1ccc([N+](=O)[O-])cc1	92	93	94	13	92	1	0	101
CC(=O)Nc1ccc(NC(=O)CSc2ncnc3sc(C)c(C)c23)cc1	109	93	103	4	102	2	0	103
CC(C(=O)O)N1c2cccc3cccc(c23)S1(=O)=O (stereo unspecified)	101	97	106	6	101	-19	0	108
CSc1ccc(/C=N/NC(=O)c2ccc(-n3cnnn3)cc2)cc1	100	105	102	-2	105	0	0	117
Cc1ccc2c(c1)N(S(=O)(=O)c1cc(-c3onc(C)c3C)ccc1C)CCO2	86	95	88	-2	89	-4	4	95
Cc1ccc(C)c(-n2nnnc2SCC(=O)NNC(=O)c2ccco2)c1	123	113	109	8	128	3	1	113
CN(C)S(=O)(=O)c1cc(S(=O)(=O)N(C)C)c(Cl)cc1N	95	92	97	-38	100	-2	2	96
COC/C=C/C1=CC2=CC(=O)C(C)(OC(=O)c3cnc4ccccc4n3)C(=O)C2=CN1CC1CC1 (stereo unspecified)	92	93	98	-10	98	-6	4	111
Cn1cc(Cl)c(C(=O)NC(=S)Nc2sc3c(c2C#N)CCCCC3)n1	98	96	101	-10	91	4	0	98

Arranged by length of the SMILES (falling): part of the list above.
SMILES	CIT2 TOR yeast	LAP4-GFP MLPCN	RPL19A-GFP yeast	VLA-4 inh	AGP1 TOR yeast	GASC-1 inh	GRK2 inh	MEP2-GFP yeast
O=C(CCNC(=O)c1ccccc1Cl)NCCc1ccc(C(F)(F)F)cc1	100	97	96	5	98	-9	39	104
O=C(CSc1nnc(NC(=O)c2cccc(F)c2)s1)NCc1ccco1	111	106	108	-8	112	2	7	104
CC1CCCCN1Cc1ccc(N(C)C)cc1 (stereo unspecified)	95	96	92	9	98	5	0	94

New compounds follow
SMILES	CIT2 TOR yeast	LAP4-GFP MLPCN	RPL19A-GFP yeast	VLA-4 inh	AGP1 TOR yeast	GASC-1 inh	GRK2 inh	MEP2-GFP yeast
CN(C(=O)C1CCN(S(=O)(=O)c2cccc3nonc23)CC1)C1CCCCC1	94	92	94	-1	93	-5	4	84
O=C(Cc1ccc(Nc2nc3ccc(Br)cc3[nH]2)cc1)NCCc1cccs1	125	142	98	3	89	9	0	87
CCOc1ccc(S(=O)(=O)N(CC(=O)O)c2ccccc2)cc1	103	97	102	5	104	-1	0	113
COCc1ccc(CN2CCCC(C(=O)Nc3ccc(-c4cscn4)cc3)C2)o1 (stereo unspecified)	100	97	96	11	97	-3	0	104
CCn1c(COc2ccccc2)nnc1SCC(=O)NC1CC1	92	99	97	-4	93	11	0	103
Clc1ccc(-c2noc(CCCOc3ccccc3)n2)cc1	?	?	?	3	?	-11	0	?
O=C1CCN(Cc2ccccc2)S(=O)(=O)c2ccccc21	85	112	100	-2	87	0	3	90
COc1ccccc1NC(=O)N1CCC(C(=O)c2ccc(Cl)cc2)CC1	86	107	102	12	99	-4	0	101
O=C(CCc1nc2ccccc2s1)NC1CCOC1=O (stereo unspecified)	90	102	103	-3	102	1	1	96
CCN(CC(=O)NCc1ccc(F)cc1)C(=O)C1CC1C (stereo unspecified)	112	91	100	-13	102	-1	0	104
COc1ccc(OC)c(NC(=O)C(=O)NNC(=O)COc2ccc(Br)cc2C)c1	96	100	95	9	101	0	3	98
C#CCONC(=O)c1cc(OCC(F)(F)F)ccc1OCC(F)(F)F	121	82	105	-1	101	-1	1	109
Fc1ccc(C(c2nnnn2C2CCCC2)N2CCN(Cc3ccncc3)CC2)cc1 (stereo unspecified)	108	103	104	29	111	-13&5	0	107
Cc1nc(NC(=O)c2ccc(OCC(C)C)cc2)sc1Cc1ccc2c(c1)OCO2	103	96	97	15	102	-9	2	100
CC(=O)c1cccc(NC(=O)Nc2c(C)nn(C)c2C)c1	96	96	98	35	100	2	4	100
O=[N+]([O-])c1cccnc1S(=O)(=O)c1ccccc1	102	128	98	-6	104	-8	0	96
O=C(c1ccc(CS(=O)c2ccc(F)cc2)o1)N1CCN(C2CCCCC2)CC1 (stereo unspecified)	96	91	97	37	99	14	0	94
Cc1cccc(C)c1Oc1nc(-c2ccccc2)ncc1S(=O)(=O)c1ccccc1	106	103	106	-6	109	-9	1	107
O=C(CSc1cccc[n+]1[O-])Nc1c(Br)cc([N+](=O)[O-])cc1Br	108	109	111	10	106	4	0	105
Nc1cc(C(Cl)=C(Cl)Cl)c(S(N)(=O)=O)cc1S(N)(=O)=O	75	97	98	2	80	nt	1	91
CCCc1cc(C(=O)Nc2sc3c(c2C#N)CCC3)no1	110	121	110	6	113	-3	0	92
CC1CN(C(=O)Nc2ccccc2)c2ccccc2-[n+]2ccsc21 (stereo unspecified)	100	100	103	0	102	4	0	108
CSc1ccccc1C(=O)NCC1CCCO1 (stereo unspecified)	nt	78	81	1	81	-2	0	80
Cc1[nH]c2ccccc2c1C(=O)NS(=O)(=O)Nc1ccccc1	nt	93	93	9	95	-4	2	98
COc1nc(N(C)C)nc(-n2nnc(C(C)=O)c2C)n1	100	98	96	13	97	-1	1	99
Cc1c(C(=O)NCc2cccnc2)oc2ccc(S(=O)(=O)N3CCCC(C)C3)cc12 (stereo unspecified)	112	101	104	5	119	3	0	108
COC(=O)C(Cc1cccc(C)n1)(c1ccccc1)c1ccccc1	92	93	98	-8	91	-3	0	95
CCOC(=O)c1cc(-c2ccccc2)nn1Cc1cc(CC)no1	101	97	95	1	93	28	1	94
COc1ccc(C(O)P(=O)(OC(C)C)OC(C)C)c(OC)c1 (stereo unspecified)	96	101	97	8	101	-3	2	96
Cc1cc(C)c(C)c(S(=O)(=O)N2CCCCC2C(=O)O)c1C (stereo unspecified)	98	98	99	6	103	-12	1	103
CCOC(=O)c1ccc(NC(=O)NCCN2CCCCC2)cc1	103	105	102	-1	nt	14	4	107
CC(=O)Nc1ccc(S(=O)(=O)NC(C)C(=O)NC(C)c2ccccc2)cc1 (stereo unspecified)	98	94	103	2	94	7	3	106
Cc1ccccc1N(CC(=O)NCC1CCCO1)C(=O)CCC(=O)Nc1nccs1 (stereo unspecified)	91	95	99	8	99	1	0	101
Cc1ccc(N(C)C(=O)CCS(=O)(=O)c2ccc3c(c2)oc(=O)n3C)cc1	101	96	98	32	101	2	1	98
COC(=O)C1=C(C)N(c2ccc(Br)cc2)C(=O)/C1=C\c1ccco1	99	93	104	17	102	2	3	109
O=c1[nH]c(COc2ccccc2)nc2ccccc12	110	100	102	11	102	7	3	112
Cc1ccc(S(=O)(=O)N2C(=O)CCC2C(=O)Nn2cnnc2)cc1 (stereo unspecified)	95	95	95	-1	101	-27	1	97
O=C(COc1cc(F)ccc1[N+](=O)[O-])NCCCc1ccccc1	85	108	98	-1	99	-19	0	97
O=C(c1cccs1)N1CCC2(O)CCCCC2C1c1ccc(F)cc1 (stereo unspecified)	100	84	97	-5	92	-6	3	97
Cc1cc(NC(=O)CSc2nnc(-c3cccnc3)n2C2CCCCC2C)no1 (stereo unspecified)	99	96	100	4	99	1	3	105
COc1cccc(CNC(=O)Cn2ccc([N+](=O)[O-])n2)c1	100	94	102	0	100	3	0	105
CC1=CCC2C(=O)N(c3cccc(C(=O)NCc4ccccc4)c3)C(=O)C2C1 (stereo unspecified)	104	93	107	-5	101	10	0	104
Cc1nc([N+](=O)[O-])cn1CC(O)c1ccc(-c2ccccc2)cc1 (stereo unspecified)	95	106	93	0	100	-3	2	98
COCc1nnc(NC(=O)c2ccc(S(=O)(=O)N3CCCC3)cc2)o1	110	137	104	6	113	8	5	106
COc1cccc(-c2noc(Cn3nc(C)c([N+](=O)[O-])c3C)n2)c1	95	106	101	0	102	4	0	102
CCN1C(=O)c2cccc3c(S(=O)(=O)NC(Cc4c[nH]c5ccccc45)C(=O)O)ccc1c23 (stereo unspecified)	93	101	98	3	101	-8&-4	0	95
Cc1ccccc1[C@@]1(C)ON(c2ccccc2C(F)(F)F)C1=O	91	100	88	7	84	1	0	83
COC(=O)C1=C(C)N(CC2CC2)C(=O)N[C@H]1c1ccccc1	113	131	99	22	92	-14	0	92
CCOc1ccc(CONS(=O)(=O)c2ccc(NC(C)=O)cc2)cc1Cl	104	96	103	7	102	1	2	108
CC(C)c1ccc(NC(=O)C(=O)C2C(=O)Nc3ccccc32)cc1 (stereo unspecified)	109	93	105	9	113	0	0	102
O=C(NCc1ccccc1C(F)(F)F)C1CCC(=O)N(C2CCCCCC2)C1 (stereo unspecified)	101	102	104	1	109	-7	0	99
O=C(CN1CCN(c2cccc(Cl)c2)CC1)c1ccc(O)cc1O	104	110	104	12	112	-25	2	104
Cn1nnnc1SCC(=O)Nc1ccccc1N1CCCCC1	111	100	105	-2	107	-7	3	110
O=S(=O)(Nc1cccc(S(=O)(=O)N2CCOCC2)c1)c1ccc(Cl)s1	97	104	98	5	101	-5	1	100
N#Cc1nc(N2CCOCC2)nc(N2CCOCC2)n1	104	97	97	0	103	-16	0	104
O=C(CSc1nnc(-c2ccccc2Cl)o1)N1CCOCC1	98	100	100	19	99	-1	0	103
CCN1C(=NCCc2cccnc2)N[C@@H](c2ccccc2)[C@H](C(=O)OC)[C@H]1C	96	102	101	-3	92	-2	0	94
C=CCc1ccc(OCCCOc2ccc(C)c(C)c2)c(OC)c1	101	103	103	9	101	-22	0	107
COc1ccc(NC(=O)c2c(F)c(F)c(F)c(F)c2F)cc1Cl	98	95	103	1	98	-16	3	104
COc1ccc(NC(=O)N2CCCC2C(=O)NCc2ccc(F)cc2)cc1 (stereo unspecified)	112	95	102	34	107	-16	0	104
CCC1CN(C(=O)NCc2ccc(F)cc2)c2cc(C)ccc2O1 (stereo unspecified)	81[may fluoresce red]	?	?	-6	72[may fluoresce red]	-1	0	?
CCCCNS(=O)(=O)c1ccc2nc(-c3cccnc3)cc(C(=O)NCCCOC)c2c1	106	99	110	-1	102	4	4	107
CC(=O)Nc1ccc(S(=O)(=O)Nc2cccc(-c3cn4cccnc4n3)c2)cc1	92	95	99	-1	98	-3	3	97

Screening results from PubChem.
